High-throughput results from PubChem.
GALK inhibitor – blocks human galactokinase activity | P51570 | Purified GALK, Kinase-Glo residual ATP luminescence | Potency, µM (doses to about 57.5 µM), for inactives: top-dose activity change, negative = inhibition, most hits filed as inhibitors | 0.007% of 270,000 active | AID 1868; also: potency is read from the fitted curve at half-maximal effect; % is scaled to controls: 0 for no effect and ±100 for the full control effect
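The enzyme phosphorylates galactose (100 uM) using ATP (35 uM); inhibition is detected as higher residual ATP, quantified by bioluminescence after 1 h reaction at room temperature, pH 8.0.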
ASM inhibitor – blocks human secretory acid sphingomyelinase; P17405; placental ASM, HMU-PC fluorogenic substrate, 60 min; Potency, µM (top dose mostly 57.5 µM), inactives show at the highest dose activity change, negative = inhibition, actives largely listed as inhibitors; 0.006% of 340,000 active; AID 504937; also: potency is read from the fitted curve at half-maximal effect
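qHTS format. ASM enzyme prepared from human placenta hydrolyses the fluorogenic substrate HMU-PC0 (9 uM final) over 60 min at 37 °C after a 10 min compound preincubation.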
AT treatment – potential ataxia-telangiectasia treatment; […] A-T fibroblasts, KAP-1 phosphorylation AlphaLISA; neocarzinostatin DNA damage 30 min before lysis; Potency, µM (series often up to 57.5 µM), for inactives: at the top dose activation, hits mostly activators; 0.19% of 320,000 active; AID 485349; also: potency is read from the fitted curve at half-maximal effect; % of control where 0% means no effect; nearly all actives have a fitted effect of over 45% in size
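ATM-like activity read as KAP-1 phosphorylation via AlphaLISA donor/acceptor antibody pairs after lysis and 6 hr at 25C. Cells were ATM-null patient fibroblasts ([…], hTERT), dosed 60 min, then exposed to the DSB inducer NCS for 30 min.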
TRPV1 agonist – activates the human vanilloid receptor TRPV1; activation, % at 8.33 µM; TRPV1-expressing cells, Fluo-8 calcium influx, agonist mode; AID 540275; 0.19% of 320,000 active; in the data active = activation above about 80%; inconclusive = between about 30% and that limit; also: 0% is about no effect
Target sequence (Q8NER1 whole entry, looked up): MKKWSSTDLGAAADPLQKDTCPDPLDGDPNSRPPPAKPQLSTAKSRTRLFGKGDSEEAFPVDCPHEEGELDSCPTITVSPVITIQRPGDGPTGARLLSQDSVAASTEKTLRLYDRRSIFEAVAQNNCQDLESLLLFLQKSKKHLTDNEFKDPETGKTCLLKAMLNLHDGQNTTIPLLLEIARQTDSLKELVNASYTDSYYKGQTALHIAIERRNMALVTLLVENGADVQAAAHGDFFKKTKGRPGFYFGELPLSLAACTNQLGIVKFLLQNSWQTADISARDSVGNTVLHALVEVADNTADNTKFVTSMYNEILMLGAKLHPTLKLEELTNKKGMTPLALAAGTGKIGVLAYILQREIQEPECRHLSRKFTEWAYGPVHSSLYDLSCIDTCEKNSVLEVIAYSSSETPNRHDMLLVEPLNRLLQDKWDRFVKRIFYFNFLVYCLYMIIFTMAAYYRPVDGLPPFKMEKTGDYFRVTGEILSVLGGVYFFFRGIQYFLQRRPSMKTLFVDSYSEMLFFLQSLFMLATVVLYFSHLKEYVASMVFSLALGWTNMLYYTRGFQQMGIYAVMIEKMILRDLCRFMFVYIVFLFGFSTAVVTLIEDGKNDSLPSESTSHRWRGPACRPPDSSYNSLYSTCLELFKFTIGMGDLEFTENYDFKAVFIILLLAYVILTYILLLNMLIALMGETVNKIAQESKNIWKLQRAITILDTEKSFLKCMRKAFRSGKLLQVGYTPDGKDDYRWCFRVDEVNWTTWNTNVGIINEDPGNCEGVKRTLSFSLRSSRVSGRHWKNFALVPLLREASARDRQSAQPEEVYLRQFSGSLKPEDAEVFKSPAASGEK
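Cells expressing TRPV1 were dye-loaded with Fluo-8 and read kinetically: 10 s baseline, 3 min after compound (agonist portion), then 2 min after EC20 capsaicin (allosteric enhancer portion). Calcium-bound dye fluorescence at 480/520 nm.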
KCNH2 3.1 block – KCNH2 3.1 (human) potassium channel inhibition. activity change, % (tested at about 1.8 µM). 0.95% of 340,000 active. U2OS KCNH2 3.1, thallium flux FluxOr; hits give low values;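 active = maximum activity change below -70%; inconclusive = maximum activity change from -70% to -50%; inactive = maximum activity change above -50%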;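 also: thallium influx rate constant from kinetic fluorescence after stimulation buffer; % is scaled to controls: 0 for no effect and ±100 for the full control effect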
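Normalized rate constant (relative to positive and negative DMSO controls) derived from a 2 min kinetic fluorescence read after stimulation; U2OS cells expressing the 3.1 isoform via virus at 1.77 x 10^8 /mL.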
Coupling enz – counter-screen for Giardia aldolase inhibitors: coupling enzyme system | activity change, negative = inhibition, % at 58.2 µM, hits read low | 0.67% of 290,000 active | coupling enzyme system counterscreen, AmpLite Red fluorescence; in the data active = activity change below about -30%; also: % is scaled to controls: 0 for no effect and ±100 for the full control effect
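Coupling enzymes only (glyceraldehyde-3-phosphate) + compound, at 57.5 uM final, 10 min RT; add substrate/coupling/AmpLite Red mix, 20 min RT; fluorescence ex 525/em 598 nm. Actives flag coupling-system interference.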
a7 integrin act – activates integrin-mediated alleviation for muscular dystrophy. 0.064% of 350,000 active. Potency, µM (titrated, usually from 38.3 µM), for inactives: top-dose activation, actives largely listed as activators. alpha7betagal myoblasts, beta-gal FDG fluorescence, 48 h. AID 624291;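 also: potency is read from the fitted curve at half-maximal effect; 100% = response of the positive control SU9516; nearly all actives have a fitted effect of over 60% in size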
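alpha7betagal+/- myoblasts (passage 13, 250/well) treated 48 h at 37C with compounds at 1:260 dilution of DMSO stock. Lysed, then beta-galactosidase activity read as FDG fluorescence (ex 480/em 540) after 30 min, with pre-read for autofluorescence.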
hERG WT inh – inhibitors of human wildtype KCNH2 potassium channel | U2OS, BacMam KCNH2, thallium flux FluxOr; hits give low values | activity change, % at 1.84 µM | 0.37% of 340,000 active | AID 720551;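 active = maximum activity change below -70%; inconclusive = maximum activity change between -70% and -50%; inactive = maximum activity change above -50%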; also: % is scaled to controls: 0 for no effect and ±100 for the full control effect
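U2OS cells transduced with wild-type KCNH2 virus are loaded with FluxOr dye for 45 min, and thallium flux is measured in kinetic reads before and after stimulation buffer. Rate constants are normalized to DMSO controls.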
CXXC DNA block – inhibitors of human MLL CXXC domain-DNA interaction; AID 2662; 0.037% of 290,000 active; MLL-CXXC / FITC-HOXA9 DNA fluorescence polarization; Potency, µM (top dose mostly 115 µM), for inactives: at the highest dose activity change, negative = inhibition, most hits filed as inhibitors; active = well fitted inhibition curve with a large enough effect in the polarisation, with a control signal flat, not every such curve was filed as active; inconclusive = small, poorly fitted or top-dose-only effect, or effect the other way, or a change in a side signal; inactive = no such curve, though single readings can be large or run the other way; the % refers to the polarisation; also: potency is read from the fitted curve at half-maximal effect
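Steps: dispense CXXC domain solution (7 uM) → pin compounds or unlabeled HOX-A9 DNA control → 5 min ambient → add FLSN-HOX-A9 solution (50 nM) → spin → 30 min ambient → fluorescence polarization. Tris pH 7.5/NaCl/DTT/BSA buffer.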
MBNL1 CUG block – blocks human MBNL1 binding to CUG repeat RNA | Q9NR56 | TR-FRET MBNL1-His/biotin-(CUG)12 binding, 665/545 ratio | Potency, µM (series often up to 57.5 µM), without a hit: top-dose activity change, negative = inhibition, most hits filed as inhibitors | 0.036% of 280,000 active; active = well fitted inhibition curve with a large enough effect in the signal ratio, with a control signal flat, not every such curve was filed as active; inconclusive = small, poorly fitted or top-dose-only effect, or effect the other way, or a change in a side signal; inactive = no such curve, though single readings can be large or run the other way; the % refers to the signal ratio; also: potency is read from the fitted curve at half-maximal effect; % is scaled to controls: 0 for no effect and ±100 for the full control effect
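His-tagged MBNL1 binding to biotinylated (CUG)12 RNA was measured by TR-FRET using terbium anti-His antibody (0.055 ng/ul final) and streptavidin-XL665 (5 nM final). Compounds were titrated 92 nM to 58 uM; 60 min at room temperature.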
An asterisk follows results filed as active; i = inactive; ? = inconclusive; . = no result given; & = joins results of further samples; [ ] = remark or other dose. Unless noted, calls follow the shape of the dose curve; as a rule, active = well fitted curve in the direction sought with a large enough effect; inconclusive = small, poorly fitted or top-dose-only effect, or another doubt; inactive = no such curve, though single readings can be large; an effect the other way counts as inactive or inconclusive.

SMILES	GALK inhibitor	ASM inhibitor	AT treatment	TRPV1 agonist	KCNH2 3.1 block	Coupling enz	a7 integrin act	hERG WT inh	CXXC DNA block	MBNL1 CUG block
CCO[C@H]1OC(C(=O)N2CCN(C)CC2)=C[C@@H](C2CC2)[C@@H]1CCCO	4%	0%	-2%	4	.	-1	28%	.	-29%	-9%
Cc1cccc(C)c1N(CC(=O)NCc1ccccc1)C(=O)c1csnn1	0%	4%	-4%	1	-2	-3	4%	18	15%	-8%
COc1ccc(Cl)cc1NC(=O)c1cnc2n(c1=O)CCS2	2%	18%	7%	1	-3	2	0%	0	2%	?
COc1ccc(CCC(=O)OCc2csc(CC(=O)Nc3ccccc3C)n2)cc1	6%	1%	-5%	5	9	.	-3%	-7	-6%	4%
O=C(O)c1ccccc1S(=O)(=O)CC(=O)N1CCCCC1	-1%	1%	0%	1	4	1	6%	-1	1%	-4%
CCCn1ccnc1SCC(=O)Nc1c(C)n(C)n(-c2ccccc2)c1=O	.	5%	2%	1	8	.	-2%	-2	.	.
Nn1c(C2CCC2)nc2ccccc2c1=O	.	1%	-3%	-3	-17	0	?	4	17%	-2%
COc1cc(/C=C/C(C)=NNc2ccccc2)ccc1O	.	-1%	.	.	9	.	-35%	3	.	.
COC(=O)c1ccc(C(=O)Nc2cc(Cl)ccc2Cl)cc1NC(=O)c1ccc(N(C)C)cc1	0%	2%	10%	2	-6	0	22%	-8	23%	5%
CCOC(=O)C1(CCOc2ccccc2)CCN(Cc2cccc3c2OCO3)CC1	0%	3%	6%	0	-26	0	-8%	35	6%	-13%
COc1cccc(C(=O)OCC(=O)c2c[nH]c3ccccc23)c1O	-1%	-6%	-1%	4	14	0	-1%	1	15%	-4%
COC(=O)c1ccc(CNC(=O)CNc2cc(C(F)(F)F)ccc2N2CCOCC2)cc1	1%	0%	1%	2	4	-4	-4%	-13	3%	-10%

Some of the entries above, set out differently:
| Compound | GALK inhibitor | ASM inhibitor | AT treatment | TRPV1 agonist | KCNH2 3.1 block | Coupling enz | a7 integrin act | hERG WT inh | CXXC DNA block | MBNL1 CUG block |
| --- | --- | --- | --- | --- | --- | --- | --- | --- | --- | --- |
| COc1ccc(Cl)cc1NC(=O)c1cnc2n(c1=O)CCS2 | 2% | 18% | 7% | 1 | -3 | 2 | 0% | 0 | 2% | ? |
| COc1cc(/C=C/C(C)=NNc2ccccc2)ccc1O | . | -1% | . | . | 9 | . | -35% | 3 | . | . |
| COC(=O)c1ccc(C(=O)Nc2cc(Cl)ccc2Cl)cc1NC(=O)c1ccc(N(C)C)cc1 | 0% | 2% | 10% | 2 | -6 | 0 | 22% | -8 | 23% | 5% |
| COc1ccc(CCC(=O)OCc2csc(CC(=O)Nc3ccccc3C)n2)cc1 | 6% | 1% | -5% | 5 | 9 | . | -3% | -7 | -6% | 4% |
| CCCn1ccnc1SCC(=O)Nc1c(C)n(C)n(-c2ccccc2)c1=O | . | 5% | 2% | 1 | 8 | . | -2% | -2 | . | . |
| O=C(O)c1ccccc1S(=O)(=O)CC(=O)N1CCCCC1 | -1% | 1% | 0% | 1 | 4 | 1 | 6% | -1 | 1% | -4% |
| Cc1cccc(C)c1N(CC(=O)NCc1ccccc1)C(=O)c1csnn1 | 0% | 4% | -4% | 1 | -2 | -3 | 4% | 18 | 15% | -8% |

(continued)
SMILES	GALK inhibitor	ASM inhibitor	AT treatment	TRPV1 agonist	KCNH2 3.1 block	Coupling enz	a7 integrin act	hERG WT inh	CXXC DNA block	MBNL1 CUG block
OC(COC(c1ccccc1)c1ccccc1)CN1CCN(c2ccccn2)CC1 (stereo not drawn)	1%	1%	14%	2	-44	2	-16%	i	12%	-8%
CC(C)NC(=O)CN(CCc1ccccc1)S(C)(=O)=O	0%	0%	6%	1	7	-2	25%	-17	0%	7%
Cc1ccc(-c2nc3sc(C#N)c(N)n3c(=O)c2C#N)cc1	5%	-6%	2%	4	-8	5	6%	-5	?	?
CCN1CCN(C(=O)CCCCCn2c(=O)[nH]c3cc(C(=O)OC)ccc3c2=O)CC1	5%	.	.	3	5	1	1%	-8	-1%	-12%
COc1ccc(S(=O)(=O)N2CCN(C(=O)COc3ccc(C)c(C)c3)CC2)cc1OC	2%	0%	-2%	?	17	2	18%	-1	-2%	-7%
C/C(=N\NC(=O)COc1ccc(C)cc1[N+](=O)[O-])c1cccs1	1%	-6%	7%	-1	-48	3	21%	-2	-3%	2%
CC(C)CC(=O)Nc1cccc(C(=O)Nc2ccccc2C(=O)O)c1	-5%	6%	0%	-1	2	0	-19%	-6	-7%	-1%
O=C(NCc1nnc(SC/C=C/c2ccccc2)o1)c1ccco1	0%	2%	6%	12	14	-15	14%	24	-2%	0%
Nc1nnc(CC(c2ccccc2)c2ccccc2)s1	1%	3%	6%	?	3	4	4%	13	0%	1%
CNC(=O)[C@@]1(C)C=C[C@@H](Cc2ccccc2)N1C(=O)OC	.	11%	-18%	1	.	-11&-3	9%	.	-8%	2%
COC(=O)c1cc(NC(=O)c2cccs2)ccc1N1CCOCC1	5%	4%	6%	15	12	0	?	-1	-9%	0%
N/C(=N\OC(=O)/C=C/c1ccccc1Cl)c1ccncc1	-3%	-2%	8%	?	1	-1	-34%	-4	8%	?
CCOC(=O)C(=CNc1ccc2c(c1)CCN2C(C)=O)C(=O)OCC	13%	34%[activator]	-7%	-2	-10	2	-32%	2	0%	-1%
Nc1ccccc1C(=O)NCc1ccc(F)cc1	2%	14%	-1%	9	6	-2	2%	2	-15%	6%
Cc1cc(C)n(-c2ccc(Cl)c(C(=O)Nc3ccc(OC(F)(F)F)cc3)n2)n1	3%	0%	7%	1	-7	4	26%	5	15%	14%
Cc1nc2ncnn2c(C)c1Cc1ccc(Cl)cc1F	.	-2%	1%	2	10	-3	2%	6	?	0%
O=C(Cc1cccc(NC(=O)C2CCCN(C(=O)C3CC3)C2)c1)Nc1cccc(C(=O)N2CCCC2)c1 (stereo not drawn)	.	0%	10%	-2	14	.	11%	-4	.	.
O=S(=O)(NCCn1cccc1)c1ccc2ccccc2c1	-1%	-6%	1%	-1	0	-1	23%	4	6%	.
CC1=CC(=O)O[C@@H]1[C@@]1(C)C[C@H]2OC(=O)C[C@H]3[C@@H](C)C(=O)C(O)=C1[C@@]23CO	.	2%	.	-2	-1	.	21%	-7	.	.
CCCCN(C(=O)C1=CC=CN2CCS(=O)(=O)N=C12)c1ccccc1	.	2%	-1%	-3	-1	.	25%	5	.	.
COc1ccccc1CNC(=O)CNC(=O)[C@@H]1Cc2ccccc2CN1	-2%	-1%	4%	-2	4	.	6%	3	4%	1%
c1ccc(-c2noc(CN3CCCC(OCc4ccccn4)C3)n2)cc1 (stereo not drawn)	4%	4%	-4%	4	5	1	?	0	-4%	0%
CCN1CCN(C(=O)CS(=O)(=O)Cc2nc(-c3cccc(OC)c3)oc2C)CC1	6%	4%	-3%	-4	-2	8	-64%[inhibitor]	2	10%	-5%
O=C(N/N=C/c1ccc(N2CCOCC2)c([N+](=O)[O-])c1)c1ccc(F)cc1	-1%	-4%	1%	28	-2	0	17%	24	5%	?
CC(NC(=O)C(C)N1C(=O)C2C3CC(C(Br)C3Br)C2C1=O)c1ccccc1 (stereo not drawn)	1%	-1%	1%	9	-3	2	13%	-4	8%	1%
CC(=O)N(C)c1nnc(-c2ccccn2)s1	1%	2%	0%	-3	8	-1	5%	-1	4%	-3%
COc1ccc(CCNC(=O)COc2ccc(S(=O)(=O)N3CCOCC3)cc2)cc1	3%	0%	7%	2	1	1	-4%	-8	-3%	-1%
CNc1ccccc1C(=O)OCC(=O)c1ccccc1	.	44%	14%	-1	-8	1&2	-16%	4	3%	32%[activator]

Some of the entries so far, as labelled records.
Structure: CC(NC(=O)C(C)N1C(=O)C2C3CC(C(Br)C3Br)C2C1=O)c1ccccc1 (stereo not drawn)
  GALK inhibitor: 1%
  ASM inhibitor: -1%
  AT treatment: 1%
  TRPV1 agonist: 9
  KCNH2 3.1 block: -3
  Coupling enz: 2
  a7 integrin act: 13%
  hERG WT inh: -4
  CXXC DNA block: 8%
  MBNL1 CUG block: 1%

Structure: CC(=O)N(C)c1nnc(-c2ccccn2)s1
  GALK inhibitor: 1%
  ASM inhibitor: 2%
  AT treatment: 0%
  TRPV1 agonist: -3
  KCNH2 3.1 block: 8
  Coupling enz: -1
  a7 integrin act: 5%
  hERG WT inh: -1
  CXXC DNA block: 4%
  MBNL1 CUG block: -3%
